# Bioassay records as filed in PubChem.
# Growth percent in the NCI-60 one-dose screen (48 h, 10 µM unless noted): 100 = growth as untreated, 0 = no growth, -100 = all killed.
# NCI-H522 = NCI-H522 lung cancer | AID 1794739 | 78,000 compounds, 8% hits
# 786-0 = 786-0 renal cancer cells; 81,000 compounds, 5.1% hits
# UO-31 = UO-31 renal cancer | 81,000 compounds, 5.2% hits | AID 1794768
# TK-10 = TK-10 renal cancer cells. AID 1794769. 81,000 compounds, 3.9% hits
# RXF 393 = RXF 393 renal cancer cells | 77,000 compounds, 6.9% hits
# CAKI-1 = CAKI-1 renal cancer. 75,000 compounds, 4.7% hits. AID 1794772
# ACHN = ACHN renal cancer; AID 1794771; 81,000 compounds, 4.9% hits
# NCI-H460 = NCI-H460 lung cancer; AID 1794736; 82,000 compounds, 6.8% hits
# NCI-H322M = NCI-H322M lung cancer; 80,000 compounds, 2.7% hits; AID 1794733
# * = called active by the depositor; . = not tested or not shown; & = joins results of further samples; [ ] = another dose, or the depositor's remark. Rule for the calls: active = growth percent below 10; inactive = the rest.
# Preview:
SMILES,NCI-H522,786-0,UO-31,TK-10,RXF 393,CAKI-1,ACHN,NCI-H460,NCI-H322M
COc1ccc(C2=NN3C(C2)c2ccccc2OC3c2ccncc2)cc1 (stereo not drawn),65.8,99.4,54.6,102.8,98.2,57.2,89.0,83.1,95.5
O=C(NNc1nc(Cl)nc(NC2CCCC2)n1)c1cccnc1,.,108.2[100 µM],100.1[100 µM],134.3[100 µM],91.2[100 µM],93.2[100 µM],92.9[100 µM],99.9[100 µM],98.1[100 µM]
CC(Oc1cc(Cl)c(Cl)cc1Cl)C(=O)NC(C(=O)O)C(C)C (stereo not drawn),85.1,98.1,89.6,97.8,.,91.3,102.7,94.1,109.1
COc1ccc(NC(=O)Nc2nc(N)n(-c3ccc(S(N)(=O)=O)cc3)n2)cc1,92.8,100.2,73.6,115.4,102.1,85.5,99.0,96.0,91.1
CCOC(=O)C1(c2ccccc2)CCCNC1=O (stereo not drawn),86.1,118.2,86.2,108.4,100.2,95.8,106.5,108.2,93.8
c1cnc2ccc3c(c2c1)COCO3,116.9,91.8,96.7,119.0,109.6,102.8,97.9,110.3,108.2

# This part in full, repeating the preview:
SMILES,NCI-H522,786-0,UO-31,TK-10,RXF 393,CAKI-1,ACHN,NCI-H460,NCI-H322M
COc1ccc(C2=NN3C(C2)c2ccccc2OC3c2ccncc2)cc1 (stereo not drawn),65.8,99.4,54.6,102.8,98.2,57.2,89.0,83.1,95.5
O=C(NNc1nc(Cl)nc(NC2CCCC2)n1)c1cccnc1,.,108.2[100 µM],100.1[100 µM],134.3[100 µM],91.2[100 µM],93.2[100 µM],92.9[100 µM],99.9[100 µM],98.1[100 µM]
CC(Oc1cc(Cl)c(Cl)cc1Cl)C(=O)NC(C(=O)O)C(C)C (stereo not drawn),85.1,98.1,89.6,97.8,.,91.3,102.7,94.1,109.1
COc1ccc(NC(=O)Nc2nc(N)n(-c3ccc(S(N)(=O)=O)cc3)n2)cc1,92.8,100.2,73.6,115.4,102.1,85.5,99.0,96.0,91.1
CCOC(=O)C1(c2ccccc2)CCCNC1=O (stereo not drawn),86.1,118.2,86.2,108.4,100.2,95.8,106.5,108.2,93.8
c1cnc2ccc3c(c2c1)COCO3,116.9,91.8,96.7,119.0,109.6,102.8,97.9,110.3,108.2
O=C(NNC(=O)c1ccncc1)Nc1ccc([N+](=O)[O-])cc1,88.5,106.6,89.6,106.3,124.1,96.5,100.7,105.5,105.3
CCN(CC)CCCC(C)N/C(=C1\C(=O)NC(=O)\C1=C(/NC(C)CCCN(CC)CC)c1cccc(OC)c1)c1cccc(OC)c1 (stereo not drawn),-74.9*,9.0*,-83.8*,-23.4*,-20.8*,61.4,-29.0*,-38.1*,-49.6*
O=C1C=CC(n2cc(F)c(=O)[nH]c2=O)O1 (stereo not drawn),76.2,70.9,63.4,75.7,99.0,46.5,56.5,19.4,67.4
C=CCC(=O)N[C@@H](Cc1ccc(-c2cc(Cl)cc(Cl)c2)cc1)[C@@H](O)[C@H](O)C(=O)OCC,61.7,104.9,80.3,85.1,.,90.6,99.8,106.5,92.7
O=C(O)c1ccc(N/C=C/C(=O)c2ccc(F)cc2)cc1,95.9,98.9,84.7,94.8,109.7,88.9,105.0,104.5,99.5
O=C(CCC(=O)Nc1ccc(-n2nnc3cc(Cl)c(Cl)cc32)cc1)Nc1ccc(-n2nnc3cc(Cl)c(Cl)cc32)cc1,82.0,91.1,46.3,134.6,126.7,90.8,90.0,90.8,80.7
COc1ccc(NC(=O)Oc2c(C)cc(Cl)cc2[N+](=O)[O-])cc1,89.7,105.7,63.7,123.7,112.2,77.5,94.7,100.2,97.3
COc1cc(/C=N/O)ccc1O,99.4,110.4,68.7,106.5,110.4,97.2,96.8,111.1,88.7
COC(=O)c1ccccc1N1C(=O)C=CC1=O,58.6,101.7,76.7,110.3,105.6,73.2,75.2,108.8,85.7
NCCN1C(=O)CNC1=S,109.0,109.2,83.7,100.4,126.9,106.8,102.0,115.6,125.3
COc1ccc(C(=O)c2no[n+]([O-])c2C(=O)c2ccc(OC)cc2)cc1,-88.3*,-98.7*,-100.0*,5.2*,.,.,-47.0*,89.8,83.8
CCOc1ccccc1NC(=O)CC1Sc2ccccc2NC1=O (stereo not drawn),96.4,110.2,79.0,133.1,104.1,98.7,96.4,102.2,108.6
O=S(=O)(Nc1ccc(-c2nc(-c3cccc(O)c3)c(-c3ccnc(Br)c3)[nH]2)cc1)c1ccccc1,25.5,17.7,24.7,55.7,-16.3*,25.6,28.4,19.7,41.7
COc1ccc2oc3c(C)c4c(c(C)c3c2c1)C(=O)N(CCCO)C4=O,81.4,92.8,76.4,106.0,87.9,92.9,87.5,100.9,82.5
CCc1nc2cc(C)c(C)cc2[nH]1,87.9,96.7,91.2,101.6,115.4,.,110.2,117.3,97.8
CCN1CCN(c2cc(C(=O)Nc3nc4ccc(Oc5ccnc(C(=O)NC)c5)cc4s3)cc(C(F)(F)F)c2)CC1,78.7,70.0,-63.3*,100.0,-15.6*,84.5,66.0,46.4,95.0
CN(C)CCCNC(=O)c1ncc(-c2ccc(C(F)(F)F)cc2)c(NC2CCCCCC2)n1,93.9,90.6,46.4,90.0,88.0,82.0,88.3,95.2,80.6
C(=N\Nc1nnn(Cc2ccccc2)n1)/c1ccccc1,29.2,63.6,61.2,76.6,.,95.2,67.2,17.4,86.0
COC(=O)N/N=C\c1ccc(O)c(OC)c1,91.5,97.4,87.3,106.5,.,103.3,98.7,106.3,90.4
O=S(=O)(Nc1ccc(C(F)(F)F)cc1)c1ccc(-c2cnc(C3CC3)o2)cc1,90.9,97.8,78.2,99.1,105.0,75.0,98.0,97.4,102.1
O=C(Nc1nc(-c2ccc(F)cc2)nc2c1sc(=S)n2-c1ccccc1)C(F)(F)F,79.9,95.0,75.0,108.8,87.0,.,73.3,60.5,.
Clc1ccc(N=C/C=C/c2ccccc2)cc1,.,87.0,58.9,76.5,101.7,46.0,46.1,75.3,74.0
O=C(O)c1ccc(OC2C=CCCC2)cc1 (stereo not drawn),89.8,105.2,78.5,96.5,99.3,98.9,104.9,111.8,94.0
C/C=C(/C)C(=O)OC1C=C(CO)C(=O)C(OC(=O)/C(C)=C\C)C1C(C)C (stereo not drawn),-52.8*,-88.6*,-100.0*,-88.8*,-79.2*,-98.7*,-100.0*,.,-90.3*
O=C1CC(c2nc3ccccc3s2)CN1Cc1ccccc1 (stereo not drawn),94.0,109.1,80.6,109.0,100.2,93.2,103.3,103.9,108.5
COC(=O)c1ccccc1OC(C)=O,95.4,89.6,90.6,91.7,107.5,91.7,107.1,102.7,96.7
Nc1ccc(-c2cn3c(n2)SCC3)cc1,96.7,93.1,82.1,103.4,86.8,77.1,102.2,112.7,113.7
O=C(CNS(=O)(=O)Cc1ccccc1)NNc1ccccc1,41.0,76.6,35.7,90.6,119.9,39.8,36.7,29.4,75.0
C1=C\c2ccc(c(-c3nnc(Nc4ccccc4)o3)c2)/C=C\c2ccc/1cc2,70.0,85.4,78.3,102.4,75.5,82.2,96.6,98.0,95.6
COc1ccc(/C=C/C(=O)c2ccc(NC(=O)N3CCN(c4cc5c(cc4F)c(=O)c(C(=O)O)cn5C4CC4)CC3)cc2)cc1,89.8,96.6,76.7,105.7,104.8,94.6,102.8,90.7,102.4
CN1CCN(Cc2ccc(C(=O)Nc3cccc(-c4cn(-c5ccc(S(N)(=O)=O)cc5)nn4)c3)cc2C(F)(F)F)CC1,101.0,93.4,86.5,112.7,83.5,97.0,98.6,102.3,89.2
Cc1ccc(=O)n(-c2ccc(C3=NCCN3)cc2)c1,81.1,99.3,78.8,95.9,97.2,87.3,99.3,101.9,97.1
Clc1ccc(N=C(Nc2ccc(Cl)cc2)c2ccccc2)cc1,75.1,81.3,49.7,96.7,82.7,80.7,103.6,97.8,81.0
COc1ccc(S(=O)(=O)NCCNc2nc(Nc3ccc(N4CCN(C)CC4)cc3)nc3ccsc23)cc1,102.9,90.2,90.7,112.9,68.6,87.1,104.3,98.0,96.1
[2H]C([2H])([2H])Oc1cc(F)ccc1/C=C/C(=O)/C=C(O)/C=C/c1ccc(F)cc1OC([2H])([2H])[2H],92.2,100.4,87.6,104.0,98.4,98.1,101.4,102.3,91.4
Cc1cccc2c(=O)c3c(sc12)c(Cl)nc1ccccc13,94.0,113.0,58.1,123.5,108.6,89.6,87.8,93.8,92.3
CN1CCN(c2nc3sc4c(c3c(=O)[nH]2)CCCC4)CC1,67.4,107.2,86.5,103.7,108.0,.,104.5,117.2,98.6
CCN1C(=S)N(CC)C2C1NC(=O)N2/N=C/C=C/c1ccccc1[N+](=O)[O-] (stereo not drawn),85.7,103.0,70.5,127.0,91.8,69.2,91.0,102.7,99.4
C/C(=N\NC(N)=O)c1cccs1,81.0,95.5,96.1,.,109.3,100.5,105.5,107.2,102.8
Cc1ccc(C(=O)c2ccc(CC(=O)N/N=C/c3ccccc3O)n2C)cc1,75.2,96.8,40.6,85.1,89.6,64.5,53.2,76.6,78.9
NS(=O)(=O)c1ccc(NNCCC(=O)c2ccccc2)cc1,92.0,104.2,88.9,110.5,120.7,90.7,104.2,106.9,111.2
O=C(NC1C(O)OC(CO)C(O)C1O)NS(=O)(=O)c1ccc(F)cc1 (stereo not drawn),96.0,101.7,88.4,96.8,128.5,99.7,104.4,105.0,99.2
Cc1cccc(N=C2CCCC2C(=O)Nc2cccc(C)c2C)c1C (stereo not drawn),102.6,104.0,77.5,111.0,117.5,102.4,112.6,116.4,99.9
Cc1cc(SC#N)ccc1O,83.8,99.1,88.8,97.6,106.5,109.1,97.1,107.6,122.1
CC(CCN1CN(CCC(C)CC(C)(C)C)CN(CCC(C)CC(C)(C)C)C1)CC(C)(C)C (stereo not drawn),85.7,106.9,92.8,100.3,106.0,101.8,109.3,104.3,101.9
CC[Si](CC)(CC)O[Si](CC)(CC)CC,91.0,106.5,94.5,83.6,123.9,106.2,114.4,106.2,94.7
CCCCCCCCCCCC1=NC(C)(C)CN1C(C)(C)CO,47.5,71.6,46.7,70.3,56.3,63.2,56.7,28.2,92.6
O=C(O)c1ccccc1C(=O)c1ccc(O)cc1O,95.3&94.2,97.0&104.5,87.2&96.3,96.8&100.2,99.3&106.0,96.3&98.4,101.7&106.3,109.7&107.7,99.4&110.3
COc1ccc(-c2nn(-c3ccc(S(C)(=O)=O)cc3)cc2/C=C/C(=O)c2ccc(NC(=O)CO[N+](=O)[O-])cc2)cc1,104.1,98.2,111.6,124.0,81.0,111.5,105.7,108.5,102.0
O=S(=O)(O)CC(O)CN(CCO)CCO (stereo not drawn),103.1,106.7,76.6,111.7,97.7,105.2,115.1,115.5,117.5
O=C(Cn1nnnc1C(=O)c1ccccc1)c1ccc(Br)cc1,96.4,99.1,85.6,101.3,112.4,84.1,99.1,103.9,100.8
Cc1ccc(/C=C/c2ccccn2)cc1,94.8,103.8,104.1,92.2,110.4,94.4,127.2,110.8,119.8
Cc1ccc(-c2nc(SCC(=O)c3ccc(-c4ccccc4)cc3)[nH]c(=O)c2C#N)cc1,91.7,102.2,84.7,97.5,95.1,90.9,105.5,105.1,89.8
O=C1Nc2c3c(nn2N=Nc2ccccc21)CCCC3,123.5,101.6,86.5,139.5,118.8,102.4,92.2,107.2,99.7

# Following part:
SMILES,NCI-H522,786-0,UO-31,TK-10,RXF 393,CAKI-1,ACHN,NCI-H460,NCI-H322M
CCCCN(CCCC)CCNc1ccc(C)c2sc3ccc([N+](=O)[O-])cc3c(=O)c12,67.3,89.5,82.8,116.7,104.2,.,90.8,96.5,94.2
CC(=O)[C@H]1CC[C@H]2[C@@H]3CC[C@H]4CC=CC[C@]4(C)[C@H]3CC[C@]12C,40.0,91.7,83.7,85.9,98.2,72.9,92.4,104.3,95.2
C=CCc1c2occc2c(O)c2c(=O)cc(-c3ccc(Cl)cc3)oc12,87.6,103.5,59.6,83.8,89.9,64.0,53.3,62.1,72.2
CN(C)/C=C1\SC(=Nc2ccc(Cl)cc2)NC1=O,95.8,99.8,90.4,111.2,100.0,96.1,103.0,102.0,107.9
Cc1nnc(/N=C2\NC(=O)/C(=C/c3ccc(O)cc3)S2)s1,75.7,91.6,67.5,103.0,116.5,.,103.7,107.1,96.6
COc1cc(/C=N/Nc2ccccc2Cl)cc(OC)c1OC,75.1,95.3,69.1,109.5,102.6,56.1,80.0,94.5,90.5
CCCc1nc(NC(=O)c2ccccc2)nc(NC(=O)c2ccccc2)n1,.,93.9,.,77.1,.,.,100.3,101.0,96.8
COc1cc(-c2ccc3c(c2)NC(=O)/C3=C\c2ccc[nH]2)ccc1O,6.8*,14.8,14.5,35.7,17.8,11.2,11.6,7.5*,30.3
O=C(O)c1ccc(Br)nc1,87.8,100.3,86.3,86.8,104.5,.,102.5,.,100.9
NNC(=O)CNC(=O)Cn1c(=O)[nH]c2ccccc2c1=O,98.3,93.4,89.5,91.6,98.4,93.1,96.6,108.6,95.8
CC1CCNCC1,92.7,101.2,92.2,106.6,110.1,90.6,103.0,117.2,99.1

# 2 entries from above, with bars between the fields.
compound | NCI-H522 | 786-0 | UO-31 | TK-10 | RXF 393 | CAKI-1 | ACHN | NCI-H460 | NCI-H322M
O=C(CCC(=O)Nc1ccc(-n2nnc3cc(Cl)c(Cl)cc32)cc1)Nc1ccc(-n2nnc3cc(Cl)c(Cl)cc32)cc1 | 82.0 | 91.1 | 46.3 | 134.6 | 126.7 | 90.8 | 90.0 | 90.8 | 80.7
COc1ccc(NC(=O)Oc2c(C)cc(Cl)cc2[N+](=O)[O-])cc1 | 89.7 | 105.7 | 63.7 | 123.7 | 112.2 | 77.5 | 94.7 | 100.2 | 97.3

# Individual results from the entries so far.
# COc1cc(/C=N/Nc2ccccc2Cl)cc(OC)c1OC | ACHN: 80.0
# C=CCc1c2occc2c(O)c2c(=O)cc(-c3ccc(Cl)cc3)oc12 | CAKI-1: 64.0
# CC(=O)[C@H]1CC[C@H]2[C@@H]3CC[C@H]4CC=CC[C@]4(C)[C@H]3CC[C@]12C | RXF 393: 98.2
